Screening results deposited in PubChem BioAssay by National Center for Advancing Translational Sciences (NCATS).
TDP43 rescue: rescues yeast growth from TDP-43 toxicity. TDP-43 expressing yeast growth rescue, BacTiter-Glo, 24 h. Potency, µM (titrated, usually from 46.1 µM), inactives show top-dose growth rescue (activation), most hits filed as activators. 410,000 tested, 1.8% active; further: potency means the concentration at half of the fitted maximal effect; % of control where 0% means no effect; nearly all actives have a fitted effect of over 50% in size
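Readout is BacTiter-Glo luminescence of cell growth, so inhibitors register as activators. TDP-43-expressing yeast at OD600=0.02 in galactose medium, after raffinose pregrowth to mid-log, were incubated with compound for 24 hr at 30 deg C.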
D3 antag: blocks the human D3 dopamine receptor; D3R cells, DiscoveRx beta-arrestin luminescence, antagonist mode; active compounds read low; 360,000 tested, 2.5% active; P35462; max response, negative = inhibition, %; in the data active means max response below about -50%; inconclusive means no clear call, values can overlap the other calls; further: on the % scale 0 is the no-effect control and ±100 the full control effect; mostly tested at two doses, the higher about 12 µM
Target sequence (P35462 whole entry, looked up): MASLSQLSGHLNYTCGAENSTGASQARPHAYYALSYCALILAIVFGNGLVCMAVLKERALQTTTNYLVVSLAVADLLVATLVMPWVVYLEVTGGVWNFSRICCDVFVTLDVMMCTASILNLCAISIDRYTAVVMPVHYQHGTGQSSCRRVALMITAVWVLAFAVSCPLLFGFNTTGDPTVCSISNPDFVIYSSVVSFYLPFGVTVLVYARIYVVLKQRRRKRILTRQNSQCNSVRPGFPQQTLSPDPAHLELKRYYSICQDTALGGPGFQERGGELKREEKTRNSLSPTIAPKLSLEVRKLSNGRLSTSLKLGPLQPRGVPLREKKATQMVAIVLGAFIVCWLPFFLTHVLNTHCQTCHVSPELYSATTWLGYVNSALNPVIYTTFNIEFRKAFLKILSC
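Cells expressing the human receptor were seeded at 1500 cells/well, incubated overnight at 37 degrees C in 5% CO2, then exposed to library compounds with dopamine controls for 90 minutes at 37 degrees C before luminescent detection.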
EPAC2 antag: EPAC2 (human) antagonism; EPAC2 GEF exchange of Rap1B-BODIPY-GDP, fluorescence; Potency, µM (doses to about 114 µM), for inactives: at the highest dose activity, negative = inhibition, most hits filed as inhibitors; 360,000 tested, 0.18% active; further: potency means the concentration at half of the fitted maximal effect; on the % scale 0 is the no-effect control and ±100 the full control effect; nearly all actives have a fitted effect of over 45% in size; many of its hits are not listed in these tables
aSyn yeast inh: alpha-synuclein toxicity inhibition in yeast | Yeast expressing alpha-synuclein, growth rescue, BacTiter-Glo, 24 h | Potency, µM (series often up to 46.1 µM), inactives show top-dose growth rescue (activation), most hits filed as activators | 370,000 tested, 0.14% active | AID 652106; further: potency means the concentration at half of the fitted maximal effect; % of control where 0% means no effect; nearly all actives have a fitted effect of over 65% in size
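Rescue of yeast growth: cells expressing toxic alpha-synuclein, induced in galactose at OD600 0.02, incubated with compound 24 h at 30 C. ATP luminescence quantified growth; inhibitors of toxicity appear as activators.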
Abeta yeast res: compounds reversing amyloid beta toxicity in yeast; yeast expressing A-beta42, growth rescue, OD600, 48 h; response scale: 0% DMSO, 100% iron-clioquinol control; Potency, µM (series often up to 46.1 µM), without a hit: at the highest dose growth rescue, actives largely listed as activators; 410,000 tested, 0.063% active; further: potency means the concentration at half of the fitted maximal effect; nearly all actives have a fitted effect of over 55% in size
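Growth rescue measured by 600 nm absorbance after 48 h yeast culture at 30 C with compound. Values normalized between DMSO and an equimolar ferric chloride plus clioquinol control.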
EPAC2 ag: agonists of human EPAC2 (RAPGEF4); Q8WZA2; EPAC2 activation, biochemical qHTS; response scale: 100% = 6.5 mM cAMP response; Potency, µM (highest dose often 154 µM), inactives show at the top dose activation, hits mostly activators; 360,000 tested, 0.079% active; further: potency means the concentration at half of the fitted maximal effect; nearly all actives have a fitted effect of over 50% in size
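Compounds were titrated in qHTS against a Rap1B-BODIPY-GDP (250 nM) complex with EPAC2 (100 nM) and GDP (50 uM). BODIPY-GDP release tracked at 480/540 nm over 30 min at room temperature, normalized to 6.5 mM cAMP.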
DRD3 agonist: D3 dopamine receptor (human) agonism; 410,000 tested, 0.58% active; D3R DiscoveRx beta-arrestin cells, luminescence, 90 min; AID 652048; max activation, %; in the data active means max activation above about 30%; further: 0% is about no effect; mostly tested at two doses, the higher about 12 µM
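Agonist mode: compounds and dopamine controls were applied to plated cells for 90 min at 37 degrees C after an overnight attachment at 1500 cells/well. Luminescent read-out followed 30 - 60 minutes at room temperature with DiscoveRx detection reagent.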
FUS suppressor: suppressors of FUS proteinopathy in yeast | S. cerevisiae FUS-expressing, growth rescue, OD600, 24 h | Potency, µM (titrated, usually from 76.6 µM), without a hit: top-dose growth rescue (activation), actives largely listed as activators | 390,000 tested, 0.24% active;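 further: potency means the concentration at half of the fitted maximal effect; plate controls were DMSO vehicle for no effect and reference control for full effect; nearly all actives have a fitted effect of over 55% in size; some results filed as inactive show a strong effect at the top dose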
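Galactose (2%) drives FUS expression in yeast precultured in raffinose; seeding density OD 0.005. Test compounds incubated 24hr at 30C and 99% humidity before absorbance at 600 nm was measured.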
An asterisk follows results filed as active; u = inconclusive; x = no result given; [ ] = remark or other dose. Unless noted, the call rests on the fitted dose curve; in most records, active means well fitted curve in the direction sought with a large enough effect; inconclusive means small, poorly fitted or top-dose-only effect, or another doubt; inactive means no such curve, though single readings can be large; an effect the other way counts as inactive or inconclusive. Only part of the results is shown, so the mix of outcomes need not match the whole.

SMILES	TDP43 rescue	D3 antag	EPAC2 antag	aSyn yeast inh	Abeta yeast res	EPAC2 ag	DRD3 agonist	FUS suppressor
CN(C)C(=O)c1cccc(-c2cnc3c(NC=O)cc(-c4ccc(C(=O)N5CCOCC5)cc4)cn23)c1	-3%	-15	-13%	0%	-7%	9%	-6	7%
O=C(NNC(=O)C12CC3CC(CC(C3)C1)C2)c1csc(N2CCOCC2)n1	13%	1	8%	-8%	-14%	4%	-8	6%
O=C(Cn1cc(C(F)(F)F)ccc1=O)Nc1cccc(S(=O)(=O)N2CCOCC2)c1	2%	12	-7%	0%	4%	3%	6	-8%
Cc1cnc(NC(=O)CSc2nnc(N)s2)s1	6%[9.22 µM]	-21	9%	0%	-2%	10%	2	27%
CCN1C(C(=O)c2ccccc2)=C(OC(=O)COc2ccc(OC)cc2)c2ccccc2S1(=O)=O	u	x	x	x	-21%	x	5	5%
Cc1ccc(C2=NNC(C(O)C(O)C(O)C(O)CO)S2)cc1 (stereo unspecified)	0%	-19	-5%	2%	14%	9%	-2	24%
Cc1cc(C)n(-c2ccc(C(=O)NCc3ccc4c(c3)OCO4)cc2)n1	0%	0	4%	-1%	8%	-13%	1	17%
CC1CCCN(c2nc3nonc3nc2Nc2ccccc2F)C1 (stereo unspecified)	11%	1	-3%	-7%	9%	7%	4	-14%
C[C@@]12C(=O)N(Cc3ccc(Cl)cc3)CC(=O)N1[C@H]1c3ccccc3OC[C@@H]1[C@@H]2c1ccccc1	3%	1	-2%	2%	8%	7%	-27	u
Cc1ccc(NC(=O)/C=C\C(=O)N(c2ccc(C(C)C)cc2)C(C(=O)NCc2ccco2)c2ccc(Cl)cc2)cc1 (stereo unspecified)	6%	x	x	x	3%	x	9	28%
CC1(C)N=C(N)N=C(N)N1c1cccc(C#N)c1	7%	5	3%	0%	-2%	-1%	3	x
CCOc1ccc(C(=O)Nc2cccc(SC)c2)cc1	u	12	-1%	-11%	12%	13%	5	-11%
CC(=O)c1ccc(NC(=O)/C(C#N)=C/c2ccncc2)cc1	9%	1	-1%	-3%	1%	12%	3	11%
O=C(Cc1ccccc1F)Nc1cc(S(=O)(=O)N2CCOCC2)ccc1N1CCCC1	-29%	-8	0%	-4%	17%	10%	-2	12%
CCOC(=O)/C=C/C(=O)Nc1ccc(Oc2ccccc2)cc1	18µM*	-24	-4%	-17%	25%	17%	-14	16%
CCCN(CCC)C(=O)CN1C(=O)CSc2ccc(S(=O)(=O)N3CCC(C)CC3)cc21	0%	x	x	x	-10%	x	11	u
NS(=O)(=O)c1ccc(CCNC(=O)CSc2ccc(Cl)cc2)cc1	-10%	-12	-1%	1%	-11%	3%	-2	x
CN(C)C(=O)C12CCC(C)(c3nc4ccccc4nc31)C2(C)C (stereo unspecified)	13%	14	-4%	-7%	-11%	11%	1	21%
COc1ccc(S(=O)(=O)Nc2cccc3c2O[C@H](CN(C)Cc2ccc(Oc4ccccc4)cc2)[C@@H](C)CN([C@H](C)CO)C3=O)cc1	3%	u	-14%	0%	1%	4%	-11	u
CCN(CC)C(=O)c1csc(Nc2ccc(C)cc2)n1	6%	12	5%[57.1 µM]	-7%	18%	0%	0	17%
CCC(CO)NC(=O)C(=O)Nc1c2c(nn1-c1ccc(F)cc1)CSC2 (stereo unspecified)	10%	x	x	x	-11%	x	4	35%
Brc1c(CSc2nncc3ccccc23)nc2ccccn12	28%	-20	-9%	u	1%	14%	-10	2%
Cc1cc(C)c(C)c(S(=O)(=O)N2CCN(C(=O)c3ccco3)CC2)c1C	-6%	-13	-12%	15%	-1%	15%	4	13%
NS(=O)(=O)c1ccc(NC(=O)Cc2c(F)cccc2Cl)cc1	-6%	-8	28µM*	-3%	-6%	-2%	-2	-5%
Cc1ccc(Cn2nc(C)c(NC(=O)c3cc(-c4ccc5c(c4)OCO5)on3)c2C)cc1	-11%	22	1%	0%	-3%	1%	14	-11%
(list continues)
SMILES	TDP43 rescue	D3 antag	EPAC2 antag	aSyn yeast inh	Abeta yeast res	EPAC2 ag	DRD3 agonist	FUS suppressor
Cc1ccc2nc(-c3sc4nc(C)ccc4c3N)[nH]c2c1	29%	10	4%	-10%	-5%	5%	-7	39%
CCOC(=O)c1cc(NC(=O)COc2ccc([N+](=O)[O-])cc2)cc(C(=O)OCC)c1	-48%[inhibitor]	-7	21%	0%	-2%	-9%	-3	u
COC(=O)c1ccc(C2C(C(C)=O)=C(C)Nc3ncnn32)cc1 (stereo unspecified)	-12%	-74*	2%	-2%	-12%	10%	-3	-9%
CN1CCC(N(C)C(=O)CCc2nc3ccccc3n2-c2ccccc2)CC1	13%	-23	2%	-3%	-15%	8%	-8	20%
Cc1nc2sc(C(=O)Nc3ccccc3)c(N)c2c(C)c1[N+](=O)[O-]	0%	11	3%	9%	-13%	6%	1	-1%
CC(=O)N(CCC1(C(C)C)CCOC(C)(C)C1)Cc1ccco1 (stereo unspecified)	6%	13	3%	4%	7%	-8%	-2	28%
COc1cc(F)ccc1-c1csc(C(NC(C)=O)c2ccc(F)c(F)c2)n1 (stereo unspecified)	2%	13	0%	5%	5%	0%	2	-13%
CCc1c(C)sc2c1CCN(Cc1ccccc1C#N)C2c1ccccc1 (stereo unspecified)	3%	x	x	x	-13%	x	3	10%
COCCN(C(=O)C1CCC1)c1nnc(-c2cccnc2)s1	-3%	21	6%	-5%	-5%	6%	2	2%
N#Cc1ccc(-c2nc3ccc(Br)cc3c(=O)n2O)cc1	-71%[inhibitor]	31	-18%	9%	-10%	3%	1	-14%
O=C(Cn1nnc(-c2cccs2)n1)N1c2ccccc2Sc2ccc(C(F)(F)F)cc21	15%	21	4%	9%	15%	-7%	0	5%
CN1C(N)=NC(=O)/C1=C/c1ccc(OC(F)(F)F)cc1	11%	20	1%	1%	-11%	3%	0	-25%
Nc1ccc(Oc2ccc(Cl)cc2)cc1	3%	-24	-2%	18µM*	-13%	19%	-7	40%
CCN(C(=O)COC(=O)/C=C/c1c(C)nn(-c2ccccc2)c1C)c1c(N)n(Cc2ccccc2)c(=O)[nH]c1=O	3%	0	-22%	0%	-3%	3%	6	x
O=C(N/N=C/c1ccco1)c1ccc(N2CCCC2=O)cc1	-16%	4	1%	1%	17%	-1%	2	x
O=C(NCc1ccccc1)C1CCCN(c2nc3ccsc3c(=O)s2)C1 (stereo unspecified)	-3%	3	11%	0%	-11%	8%	13	-1%
COCc1cc(C)nc2sc(C(=O)Nc3ccccc3O)c(N)c12	25%	x	x	x	-1%	x	7	-5%
Cc1ccc(-c2nc(=O)[nH]c3ccccc23)cc1	-2%	-7	7%	0%	-15%	17%	-20	28%
CCOc1ccc2ncc(C(=O)c3ccc(OC)cc3)c(N3CCN(CC)CC3)c2c1	13%	-14	4%	0%	-6%	13%	-6	1%
CCOC(=O)N1CCN(C(=O)CCn2c(=S)[nH]c3ccccc3c2=O)CC1	9%	21	3%	-1%	-13%	4%	3	-23%
COc1cc(NC(=O)c2ccc3c(c2)OCCO3)ccc1NC(=O)c1ccco1	-9%	-3	5%	2%	-12%	3%	5	-6%
Cc1nc(SCc2cccc(C(=O)O)c2)nc2c1CCCC2	14%	-3	-3%	2%	-1%	4%	0	-18%
COc1ccc(NC(=O)COC(=O)CN2C(=O)c3ccccc3C2=O)cc1	-6%	-54*	0%	8%	-6%	3%	-8	30%
CC(Sc1nnc(-c2ccc(O)cc2)o1)C(=O)Nc1cccc2ccccc12 (stereo unspecified)	u	4	-6%	13%	8%	-10%	0	22%
CCOC(=O)c1c(N2C(=O)Nc3cc(Cl)c(Cl)cc3N2O)sc2c1CCCCC2	-1%	u	-29%[57.1 µM]	-56%[inhibitor]	-70%[inhibitor]	-19%	3	45%
O=C(NC(Cc1ccccc1)C(=O)O)/C(=C\c1ccco1)NC(=O)c1ccccc1Br (stereo unspecified)	0%	7	12%	1%	22%	-8%	-1	x
O=C(COc1ccc(-n2cnnn2)cc1)NCCc1ccc(F)cc1	-8%	-15	-3%	2%	0%	0%	-1	16%
Cc1cc(F)ccc1NC(=O)c1c(C)oc2c1C1=NCCN1C=N2	-9%	x	x	x	-14%	x	-11	-3%

Reformatted in CSV form: 13 of the compounds above
Compound,TDP43 rescue,D3 antag,EPAC2 antag,aSyn yeast inh,Abeta yeast res,EPAC2 ag,DRD3 agonist,FUS suppressor
COc1cc(F)ccc1-c1csc(C(NC(C)=O)c2ccc(F)c(F)c2)n1 (stereo unspecified),2%,13,0%,5%,5%,0%,2,-13%
CCc1c(C)sc2c1CCN(Cc1ccccc1C#N)C2c1ccccc1 (stereo unspecified),3%,x,x,x,-13%,x,3,10%
COCCN(C(=O)C1CCC1)c1nnc(-c2cccnc2)s1,-3%,21,6%,-5%,-5%,6%,2,2%
N#Cc1ccc(-c2nc3ccc(Br)cc3c(=O)n2O)cc1,-71%[inhibitor],31,-18%,9%,-10%,3%,1,-14%
O=C(Cn1nnc(-c2cccs2)n1)N1c2ccccc2Sc2ccc(C(F)(F)F)cc21,15%,21,4%,9%,15%,-7%,0,5%
CN1C(N)=NC(=O)/C1=C/c1ccc(OC(F)(F)F)cc1,11%,20,1%,1%,-11%,3%,0,-25%
Nc1ccc(Oc2ccc(Cl)cc2)cc1,3%,-24,-2%,18µM*,-13%,19%,-7,40%
CCN(C(=O)COC(=O)/C=C/c1c(C)nn(-c2ccccc2)c1C)c1c(N)n(Cc2ccccc2)c(=O)[nH]c1=O,3%,0,-22%,0%,-3%,3%,6,x
O=C(N/N=C/c1ccco1)c1ccc(N2CCCC2=O)cc1,-16%,4,1%,1%,17%,-1%,2,x
O=C(NCc1ccccc1)C1CCCN(c2nc3ccsc3c(=O)s2)C1 (stereo unspecified),-3%,3,11%,0%,-11%,8%,13,-1%
COCc1cc(C)nc2sc(C(=O)Nc3ccccc3O)c(N)c12,25%,x,x,x,-1%,x,7,-5%
Cc1ccc(-c2nc(=O)[nH]c3ccccc23)cc1,-2%,-7,7%,0%,-15%,17%,-20,28%
CCOc1ccc2ncc(C(=O)c3ccc(OC)cc3)c(N3CCN(CC)CC3)c2c1,13%,-14,4%,0%,-6%,13%,-6,1%
